MITF inh = human MITF inhibition, primary screen; actives 0.91% (n = 650,000); O75030; AlphaScreen MITF homodimerization, bead proximity signal; inhibition, % at 2.6 µM; in the data active = inhibition above about 50%;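 note: 0% = vehicle wells with protein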
Target sequence (O75030 whole entry, looked up): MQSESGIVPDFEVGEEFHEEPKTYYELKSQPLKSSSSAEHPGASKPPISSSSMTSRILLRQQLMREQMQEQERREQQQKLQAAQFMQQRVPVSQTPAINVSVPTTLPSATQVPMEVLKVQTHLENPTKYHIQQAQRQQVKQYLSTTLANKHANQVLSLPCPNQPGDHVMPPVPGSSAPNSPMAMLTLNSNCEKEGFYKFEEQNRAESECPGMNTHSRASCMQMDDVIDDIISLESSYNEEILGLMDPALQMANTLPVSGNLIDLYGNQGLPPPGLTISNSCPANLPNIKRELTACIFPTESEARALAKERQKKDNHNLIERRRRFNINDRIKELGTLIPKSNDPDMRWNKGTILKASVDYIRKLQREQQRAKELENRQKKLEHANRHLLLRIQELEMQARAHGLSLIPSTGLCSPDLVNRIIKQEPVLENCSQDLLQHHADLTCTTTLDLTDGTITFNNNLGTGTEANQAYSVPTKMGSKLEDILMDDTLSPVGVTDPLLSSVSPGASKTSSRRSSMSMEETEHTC
FBW7 activator = activators of human E3 ligase FBW7 | actives 0.13% (n = 650,000) | AID 1259310 | normalized activity (activation), % at 26.1 µM | AlphaScreen FBW7–phospho-cyclin E peptide binding, activator screen; in the data active = normalized activity above about 1.9%;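 note: purified mutant Fbw7 with reduced substrate affinity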
GPR151 ag = activators of human GPR151; actives 1% (n = 650,000); AID 1508602; PathHunter beta-arrestin GPR151 cells, luminescence; activation, % at 11.2 µM; Q8TDV0; in the data active = activation above about 4.9%;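 note: 0% = median of compound wells and 100% = cells with positive control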
Target sequence (Q8TDV0 whole entry, looked up): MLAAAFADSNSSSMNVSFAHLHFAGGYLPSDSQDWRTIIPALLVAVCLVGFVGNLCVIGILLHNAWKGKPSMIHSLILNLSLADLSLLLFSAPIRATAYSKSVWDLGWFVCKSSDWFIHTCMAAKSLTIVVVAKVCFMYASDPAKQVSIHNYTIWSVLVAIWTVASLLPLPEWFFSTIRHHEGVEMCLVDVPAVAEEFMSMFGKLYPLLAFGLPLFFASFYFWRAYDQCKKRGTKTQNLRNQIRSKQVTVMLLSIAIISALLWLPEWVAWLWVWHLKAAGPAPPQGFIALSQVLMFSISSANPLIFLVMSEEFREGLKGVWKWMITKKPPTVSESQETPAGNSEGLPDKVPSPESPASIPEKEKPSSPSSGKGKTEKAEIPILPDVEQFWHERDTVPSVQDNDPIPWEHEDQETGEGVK
TEAD-YAP inh = TEAD-YAP interaction inhibition | actives 1.4% (n = 640,000) | HEK-TIYL cells, TEAD-Gal4/YAP UAS-luciferase luminescence | AID 1259422 | inhibition, % at 9.12 µM; in the data active = inhibition above about 32%;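 note: 0% = median of test compound wells and 100% = reference inhibitor wells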
* = called active by the depositor; . = not tested or not shown. Not a hit list (roughly 3.4% active in at least one column).

cpd	canonical_smiles	MITF inh	FBW7 activator	GPR151 ag	TEAD-YAP inh
1	O=C(N/N=C/c1ccc(OCc2ccccc2)cc1)C(O)c1ccccc1 (stereo not given)	9	0.0	-0.4	2
2	CCOC(=O)c1cc(NC(=O)C2C3C=CC(O3)C2C(=O)O)cc(C(=O)OCC)c1 (stereo not given)	-7	-0.4	1.0	-8
3	COc1ccccc1N(CC(=O)NCCSc1ccccc1)S(=O)(=O)c1ccc(C)cc1	-8	-0.1	-1.4	-4
4	CCCC1=NN2C(=N)/C(=C/c3ccc(OCCOc4ccc(C)cc4)cc3)C(=O)N=C2S1	-7	0.0	1.3	-11
5	CCCCNC(=O)c1cc(-c2ccc(Br)cc2)on1	52*	0.1	-1.4	-8
6	Cc1cccc(C)c1N1C(=O)CC(NCC23CC4CC(CC(C4)C2)C3)C1=O (stereo not given)	-3	0.0	-1.6	-8
7	COc1ccc2nc(NC3=NCN(CCN4CCOCC4)CN3)nc(C)c2c1	4	0.0	0.8	2
8	O=C1C2C(c3cccc(Cl)c3)OC3(C(=O)c4ccccc4C3=O)C2C(=O)N1c1ccc(Br)cc1 (stereo not given)	13	0.0	0.2	16
9	Oc1cccc(-c2nc3ncccn3c2Nc2ccccc2)c1	16	0.5	-0.1	-2
10	N=c1n(CCOc2ccccc2)c2ccccc2n1CCN1CCCCC1	3	0.2	-1.2	14
11	CC(C)=CCn1c(-c2ccccc2)cccc1=O	7	0.1	-0.6	-3
12	COCCCNC(=O)c1ccc2c(c1)ncn2-c1ccc(C)c(Cl)c1	8	0.7	-0.6	-4
13	CCN(CC)CCN1CCN(c2ccc(C(F)(F)F)cn2)C1=O	-6	-0.2	0.0	-5
14	OCCN(Cc1ccccc1)Cc1ccccc1F	61*	0.6	-0.6	6
15	CCOC(=O)Cc1csc(SCC(=O)N2CCc3ccccc32)n1	-4	0.1	-0.9	2
16	FC(F)SCc1ccc(CNC2CCN(Cc3ccccc3)CC2)o1	54*	0.1	1.0	1
17	O=C(O)c1cn(-c2ccccc2)nc1-c1ccncc1	-11	-0.1	1.1	6
18	COc1ccc(N(CC(=O)Nc2cccc(C(C)=O)c2)S(=O)(=O)c2ccccc2)c(OC)c1	-1	-0.2	0.2	4
19	COC(=O)c1ccc(CN2CCN(C3CCN(C(C)C)CC3)C(CCO)C2)cc1 (stereo not given)	11	-0.1	-0.8	-4
20	Cc1ccc(C(C)CCN2CCC(C3(Cc4ccccc4F)NC(=O)NC3=O)CC2)o1 (stereo not given)	-27	-0.1	0.4	11

Three entries from above, with each value named:
11	CC(C)=CCn1c(-c2ccccc2)cccc1=O
  MITF inh: 7
  FBW7 activator: 0.1
  GPR151 ag: -0.6
  TEAD-YAP inh: -3

19	COC(=O)c1ccc(CN2CCN(C3CCN(C(C)C)CC3)C(CCO)C2)cc1 (stereo not given)
  MITF inh: 11
  FBW7 activator: -0.1
  GPR151 ag: -0.8
  TEAD-YAP inh: -4

20	Cc1ccc(C(C)CCN2CCC(C3(Cc4ccccc4F)NC(=O)NC3=O)CC2)o1 (stereo not given)
  MITF inh: -27
  FBW7 activator: -0.1
  GPR151 ag: 0.4
  TEAD-YAP inh: 11

The listing continues.
cpd	canonical_smiles	MITF inh	FBW7 activator	GPR151 ag	TEAD-YAP inh
21	CC(C)CC(=O)Nc1ccnn1C1CCN(Cc2ccc(-n3cccn3)cc2)CC1	-9	-0.1	2.1	2
22	COc1ccc(OC)c(CN2CCOc3ccc(CN4CCCC(C(N)=O)C4)cc3C2)c1 (stereo not given)	2	0.6	-1.2	-20
23	O=C1C(=O)N(CCN2CCOCC2)C(c2ccncc2)/C1=C(/O)c1ccccc1 (stereo not given)	1	0.1	-0.9	1
24	O=C(NNC(=O)c1cc([N+](=O)[O-])cc([N+](=O)[O-])c1)c1ccncc1	-2	-0.1	-0.3	-4
25	Cc1cc(OCC(=O)N2CCCC2)ccc1Cl	-6	-0.1	0.0	-57
26	O=C(CSc1nnnn1-c1ccc2c(c1)OCCO2)OC1CCCCC1	28	0.1	0.0	-12
27	COc1ccc2c(Cl)c(C(=O)n3cnc4ccccc43)sc2c1	-2	-0.1	-0.8	4
28	CC(=O)Oc1ccc(CC2(C)C(=O)Nc3cc(C(F)(F)F)ccc32)cc1 (stereo not given)	12	0.2	0.0	-2
29	O=C(NCc1ccccc1)c1ccccc1NS(=O)(=O)c1ccc2c(c1)OCCO2	3	0.4	0.7	11
30	COc1ccc(CCNC(=O)CCCCCn2c(=O)[nH]c3ccsc3c2=O)cc1OC	-8	0.0	0.0	-5
31	CN(C)CCNc1ccnc2c(-c3cccc(Cl)c3)cnn12	-19	0.4	-0.8	0
32	COc1ccc(Oc2nc3c(C)cccn3c(=O)c2/C=C(\C#N)C(N)=O)cc1	14	-0.1	1.9	7
33	NC(=O)CSc1nc(C23CC4CC(CC(C4)C2)C3)nc2ccccc12	8	0.0	0.1	4
34	COc1ccc(C(C)=O)cc1CSc1nc(NCC2CCCO2)c2ccccc2n1 (stereo not given)	4	0.3	-0.4	16
35	COc1ccc(-c2cc(C(=O)Nc3cnn(Cc4ccc(F)cc4)c3)no2)cc1OC	-3	-0.2	9.9*	6
36	O=C1C2C3C=CC(CO)(O3)C2C(=O)N1c1cccc(Br)c1 (stereo not given)	-9	0.2	-1.1	-1
37	Cc1sc(NC(=O)CSCC(=O)N2CCCCC2)nc1-c1ccccc1	24	0.1	1.7	5
38	Cc1ccc(-c2nnc(Nc3ccc4c(c3)OCO4)c3ccccc23)cc1S(=O)(=O)N1CCCCC1	-8	-0.1	0.3	-4
39	N#CC1=C(N)Oc2c(oc(CO)cc2=O)C1c1ccccc1C(F)(F)F (stereo not given)	-1	0.1	-0.5	7
40	Cc1cc(C)c(S(=O)(=O)N(CC(=O)O)Cc2ccccc2)c(C)c1	7	-0.1	0.7	-3
41	COc1cc(C(=O)O)cc(Br)c1OCC#N	21	-0.1	-0.4	-2
42	CCCCCC1CCC(c2ccc(C(=O)Nc3cc(C)on3)cc2)CC1 (stereo not given)	-5	0.1	-0.7	4
43	COc1ccc(C(=O)COC(=O)CCCC(=O)Nc2ccc(Br)cc2)cc1	17	0.5	-1.9	-10
44	Cc1nc2c(c(=O)[nH]1)CN(Cc1cn(C(C)C)c3ccccc13)CC2	-1	0.0	0.9	2
45	Nc1ncnc(N/N=C/c2ccc(OC(F)F)cc2)c1[N+](=O)[O-]	5	-0.4	-2.9	19
46	CC(C)(C)c1cc(NC(=O)c2cccc([N+](=O)[O-])c2)no1	14	0.9	-1.7	-60
47	O=C(Nc1ccc(Oc2ccccc2)cc1)c1cnc(Nc2cccnc2)s1	19	0.0	-0.2	1
48	COc1ccc(F)c(CN2CCN(CC=C(C)C)C(CCO)C2)c1 (stereo not given)	1	0.0	0.7	0
49	CC1(C)CC(=O)/C(=N/Nc2ccccc2)CO1	10	-0.1	-1.8	-23
50	CC(C)=CCC/C(C)=C/CO/N=C1\C[C@@H](O)[C@@H](O)[C@@H]2[C@@H]3C(=O)N(Cc4ccc5c(c4)OCO5)C(=O)[C@@H]3CC[C@H]12	10	0.0	2.6	.
51	CCOC(=O)C1(Cc2ccc(OC)cc2)CCN(C(=O)CCN2CCCC2=O)CC1	1	-0.1	0.6	-2
52	Cc1ccc(S(=O)(=O)N(C)NC2=NS(=O)(=O)c3ccccc32)cc1	-1	-0.2	-0.8	5
53	Cc1cc(C(=O)N2CCC(C(=O)NC(c3cccs3)c3ncccc3C)CC2)no1 (stereo not given)	9	-0.1	1.6	8
54	Cc1ccc(-n2nc3cc(C)c(NC(=O)COc4ccc(Cl)cc4C)cc3n2)cc1	-8	0.1	-1.2	-7
55	Cc1ccc(S(=O)(=O)N(CC(=O)O)Cc2ccccc2)cc1	-6	-0.2	0.2	-10
56	O=C(c1csc2c1CCCC2)N1CCCCC1	0	-0.3	4.5	0
57	C=C(C)CNC(=O)c1ccc(-c2ccccc2C)nc1N(C)C(C)=O	15	0.5	-0.3	5
58	COc1ccccc1CC(=O)Nc1c(F)c(F)cc(F)c1F	-9	-0.2	-1.3	-6
59	C=C1OC(=O)OC1(C)CCC1=C(C)CCCC1(C)C (stereo not given)	-1	0.0	1.9	-5
60	COc1ccc(NC(=O)CC2C(=O)N(c3ccccc3)C(=O)N2C2CCCCC2)cc1 (stereo not given)	2	0.0	-0.9	-3
61	O=C(O)c1cccc(NS(=O)(=O)c2ccc(Br)cc2)c1	-1	-0.1	0.6	2
62	COc1ccc(CCNC(=O)c2c(C)oc3c2cc(OC(C)=O)c2ccccc23)cc1OC	-2	0.0	1.6	-9
63	CCCCNC(=O)CCn1c(=O)c2ccccc2n(CC(=O)N2CC(C)CC(C)C2)c1=O (stereo not given)	12	0.3	1.6	7
64	O=C(CN1Cc2ccccc2OC(c2ccccc2F)C1)NCC1CCS(=O)(=O)C1 (stereo not given)	61*	0.0	-0.4	5
65	CC1CN(C(=O)CCC(=O)NCCCc2ccccc2)c2ccccc2S1 (stereo not given)	0	0.6	-2.1	11
66	COCC(=O)N(C)C(Cc1ccc(F)cc1)C1CCN(Cc2ccc3cccnc3c2)CC1 (stereo not given)	10	0.0	-1.3	4
67	Cc1ccc(NC(=O)c2ccccc2)c(C)c1	0	-0.1	-1.4	-2
68	Cc1ccc(NC(=O)CCC(=O)NNS(=O)(=O)c2ccc(Cl)cc2)c(C)c1	5	0.2	-0.9	5
69	Nc1[nH]c(=S)ncc1C(=O)O	-4	0.0	1.5	10
70	NC(=O)NC(=O)C=P(c1ccccc1)(c1ccccc1)c1ccccc1	7	0.2	-0.3	-3
71	Cc1ccc(N2CC(=O)N(NC(=O)CN3CCN(c4ccccc4)CC3)CC2=O)cc1	-3	-0.2	-0.5	2
72	COc1ccc(/C=C2/SC(N3CCN(CCO)CC3)=NC2=O)cc1OC	5	-0.1	-0.4	-3
73	O=[N+]([O-])c1ccccc1Nc1ccc(O)cc1	16	-0.3	-1.8	-5
74	CC1CCN(C(=O)c2cc3nc(-c4ccco4)cc(C(F)(F)F)n3n2)CC1	-20	0.5	1.1	-1
75	O=C(CN(c1cccc(Br)c1)S(=O)(=O)c1ccccc1)N1CCCCC1	0	0.0	-1.6	6
76	COc1cc(CNCc2c[nH]c3ccccc23)cc(OC)c1	27	0.7	-0.5	11
77	CCN(C(=O)NCc1noc2ccccc12)c1cc(OC)ccc1OC	-5	0.3	-1.2	-8
78	COc1cccc(CN2CCN(C(=O)c3cnc(C)cn3)[C@@H](C)C2)c1	13	0.1	0.0	-5
79	CC(=O)c1cccc(-c2cncc(C(=O)NCCOc3ccccc3)c2)c1	-7	0.1	1.3	1
80	Cc1ccc(NC(=O)CN(C)S(=O)(=O)c2cnc[nH]2)cc1C	1	0.0	1.0	-9

Ordered by molecular weight (ascending): part of the list above
cpd	canonical_smiles	MITF inh	FBW7 activator	GPR151 ag	TEAD-YAP inh
42	CCCCCC1CCC(c2ccc(C(=O)Nc3cc(C)on3)cc2)CC1 (stereo not given)	-5	0.1	-0.7	4
37	Cc1sc(NC(=O)CSCC(=O)N2CCCCC2)nc1-c1ccccc1	24	0.1	1.7	5
19	COC(=O)c1ccc(CN2CCN(C3CCN(C(C)C)CC3)C(CCO)C2)cc1 (stereo not given)	11	-0.1	-0.8	-4
30	COc1ccc(CCNC(=O)CCCCCn2c(=O)[nH]c3ccsc3c2=O)cc1OC	-8	0.0	0.0	-5
4	CCCC1=NN2C(=N)/C(=C/c3ccc(OCCOc4ccc(C)cc4)cc3)C(=O)N=C2S1	-7	0.0	1.3	-11
50	CC(C)=CCC/C(C)=C/CO/N=C1\C[C@@H](O)[C@@H](O)[C@@H]2[C@@H]3C(=O)N(Cc4ccc5c(c4)OCO5)C(=O)[C@@H]3CC[C@H]12	10	0.0	2.6	.

Next structures.
cpd	canonical_smiles	MITF inh	FBW7 activator	GPR151 ag	TEAD-YAP inh
81	CSCCCN1CCc2nnc(CCc3ccccc3)n2CC1	5	0.0	-0.2	11
82	Cc1cc(C)cc(C(=O)Nc2ccc3c(c2)C(=O)N(C)C3=O)c1	-4	0.1	-1.6	-7
83	CCCC(=O)Nc1nc(-c2ccc(OCC)cc2)cs1	7	-0.1	-0.4	-9
84	COc1ccc(C(=O)N2CCN(C=O)CC2)cc1[N+](=O)[O-]	-5	-0.1	-0.9	4
85	COCCSc1nnc(-c2cccc(OC)c2)n1C	3	-0.1	1.4	-2
86	CCOc1ccc(Nc2ccc(C(=O)O)cc2N)cc1	11	0.0	-0.6	-30
87	N#C/C(=N/Nc1cccc(C(F)(F)F)c1)C(N)=S	-2	0.3	0.0	47*
88	COc1cc(NC(=O)c2ccc(-c3ccccc3)cc2)c(OC)cc1Cl	1	0.0	-0.5	6
89	Cc1ccc(N2C(=O)C3C4C=CC(C4)C3C2=O)cc1 (stereo not given)	-4	0.0	-1.3	-1
90	CCn1c(=O)c2ccccc2n2c(SCC(=O)NC(C)(C)C)nnc12	2	-0.3	1.7	9
91	CCOc1ccc(-c2nnn(CC(C)=O)n2)cc1	-9	-0.2	10.0*	-68
92	NC(=O)c1sc2nc3c(c(-c4ccccc4Cl)c2c1N)CCCC3	10	0.1	2.0	7
93	COC(=O)C1=C(C)NC2=C(C(=O)CC(c3ccc(OC)c(OC)c3)C2)C1c1ccccc1Br (stereo not given)	-7	0.0	0.5	2
94	COc1ccc(S(=O)(=O)N2CCc3ccccc32)cc1OC	-2	0.1	-0.8	-16
95	Cc1ccc(-n2c(N)c(C(=O)Nc3ccc(F)cc3)sc2=S)c(C)c1	1	0.0	-0.5	-3
96	COc1cc(/C=C2/C(=N)N3N=C(Cc4ccccc4)SC3=NC2=O)ccc1OCCOc1c(C)cccc1C	7	-0.1	0.8	5
97	CCCn1c(=O)[nH]c2c(C(N)=O)nc(-c3ccc(N4CCCCC4)cc3)nc21	-6	0.1	1.0	-11
98	O=C(Nc1ccccc1)N(Cc1cccnc1)Cc1ccco1	10	0.1	2.1	7
99	CC(=O)Nc1ccc(Nc2nc(-c3ccc(C(=O)N4CCN(C)CC4)cc3)nc3c2ncn3CCN2CCCC2=O)cc1	10	0.0	2.0	-4
